Bioassay records as filed in PubChem BioAssay.
PGK inhibitor = inhibitors of T. brucei phosphoglycerate kinase; AID 602233; PGK/GAPDH coupled, Kinase-Glo luminescence, 60 min; Potency, µM (titrated, usually from 57.5 µM), for the others: at the top dose activity change, negative = inhibition, most hits filed as inhibitors; 380,000 compounds, 0.043% hits; P07378; also: potency is read from the fitted curve at half-maximal effect; % is scaled to controls: 0 for no effect and ±100 for the full control effect; nearly all actives have a fitted effect of over 60% in size
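Recombinant glycosomal PGK reaction used 1,3-bisphosphoglycerate generated in-well by GAPDH (100nM final) in 100mM TEA pH 7.6, 5mM MgCl2, 0.01% Tween-20. After 60 minutes at room temperature, ATP was read by Kinase-Glo Plus luminescence end-point.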
USP1-UAF1 inh = inhibitors of human USP1/UAF1 deubiquitinase; O94782; recombinant USP1/UAF1, Ub-Rhodamine cleavage fluorescence; Potency, µM (top dose mostly 57.1 µM), inactives show at the highest dose activity change, negative = inhibition, usual class: inhibitors; 390,000 compounds, 0.23% hits; also: potency is read from the fitted curve at half-maximal effect; % is scaled to controls: 0 for no effect and ±100 for the full control effect; nearly all actives have a fitted effect of over 60% in size; inactives centre near -12
Target sequence (O94782 whole entry, looked up): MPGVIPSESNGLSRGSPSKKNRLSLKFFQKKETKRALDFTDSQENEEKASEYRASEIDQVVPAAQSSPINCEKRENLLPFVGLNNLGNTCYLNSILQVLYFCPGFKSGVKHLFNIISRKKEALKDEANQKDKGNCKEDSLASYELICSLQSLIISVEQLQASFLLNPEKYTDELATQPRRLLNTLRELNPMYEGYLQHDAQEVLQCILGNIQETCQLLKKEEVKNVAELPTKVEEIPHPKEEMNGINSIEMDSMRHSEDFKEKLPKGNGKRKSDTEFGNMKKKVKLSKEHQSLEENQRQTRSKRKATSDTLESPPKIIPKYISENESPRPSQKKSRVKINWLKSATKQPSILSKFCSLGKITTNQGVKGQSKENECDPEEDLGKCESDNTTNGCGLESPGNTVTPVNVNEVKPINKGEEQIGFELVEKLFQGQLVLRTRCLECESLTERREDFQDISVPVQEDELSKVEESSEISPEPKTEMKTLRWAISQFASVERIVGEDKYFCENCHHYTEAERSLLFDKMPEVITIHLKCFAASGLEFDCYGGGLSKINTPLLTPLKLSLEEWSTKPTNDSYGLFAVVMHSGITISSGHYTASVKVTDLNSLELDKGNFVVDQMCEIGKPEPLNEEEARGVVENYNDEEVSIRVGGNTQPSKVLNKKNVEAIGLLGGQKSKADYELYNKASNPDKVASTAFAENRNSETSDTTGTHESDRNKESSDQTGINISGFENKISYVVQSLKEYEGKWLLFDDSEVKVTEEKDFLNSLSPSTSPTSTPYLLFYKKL
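USP1/UAF1 complex (1 nM) preincubated 15 min at room temperature with compound, then Ub-Rho substrate (150 nM final) added. Kinetic fluorescence at 480/540 nm over 6 reads at 60 s intervals; 50 mM HEPES pH 7.8, 0.5 mM EDTA, 0.1 mg/ml BSA, 1 mM TCEP, 0.01% Tween-20.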
IDH1 R132H inh = human IDH1 R132H inhibition; O75874; IDH1-R132H enzyme, NADPH consumption, diaphorase/resazurin fluorescence; Potency, µM (series often up to 76.6 µM), without a hit: top-dose activity change, negative = inhibition, actives largely listed as inhibitors; 390,000 compounds, 0.093% hits; AID 602179; also: potency is read from the fitted curve at half-maximal effect; % is scaled to controls: 0 for no effect and ±100 for the full control effect; nearly all actives have a fitted effect of over 65% in size
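IDH1-R132H (0.5 ug/mL dispensed) in pH 7.5 Tris buffer was preincubated 30 min with compound, then given a substrate mix of 0.016 mM NADPH and 2 mM alpha-KG for 80 min at room temperature; remaining NADPH was read by diaphorase/resazurin fluorescence.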
GLS inhibitor = inhibitors of human glutaminase (GLS); Potency, µM (titrated, usually from 45.5 µM), without a hit: at the top dose activity change, negative = inhibition, hits mostly inhibitors; GLS enzymatic activity, qHTS titration; O94925; 410,000 compounds, 0.21% hits; also: potency is read from the fitted curve at half-maximal effect; % is scaled to controls: 0 for no effect and ±100 for the full control effect
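Human kidney-isoform GLS in 45 mM KH2PO4 pH 8.2, 0.02% Tween-20, with compound, started with 1mM L-Glutamine (added stock). Glutamate oxidase/HRP/Amplex red coupled fluorescence read at start and after 30 min at RT.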
PI4K2A block = blocks human PI4K2A kinase activity; Q9BTU6; purified PI4K2A, ADP-Glo luminescence, 1 h; hits give low values; activity change, negative = inhibition, % at 76.9 µM; 420,000 compounds, 0.13% hits; in the data active = activity change below about -50%; inconclusive = mostly about -30% to -49%;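 also: -100% = wells without enzyme as full effect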
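In this quantitative HTS, ADP production by PI4K2A was quantified luminescently after 1 h at ambient temperature; 100 microM adenosine served as plate-quality control.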
TrxR1 inh = rat TrxR1 inhibition; O89049; recombinant rTrxR1, NADPH fluorescence consumption, selenite substrate; Potency, µM (series often up to 114 µM), for inactives: top-dose activity change, negative = inhibition, hits mostly inhibitors; 390,000 compounds, 1% hits; AID 588453; also: potency is read from the fitted curve at half-maximal effect; % is scaled to controls: 0 for no effect and ±100 for the full control effect; nearly all actives have a fitted effect of over 65% in size
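Rat TrxR1 (90 nM in the dispensed reagent) was pre-reduced with 400 uM NADPH for 5 min at room temperature, then incubated with compound for 15 min. After 400 uM selenite was added, NADPH fluorescence (Ex 340/Em 450 nm) was followed for 8 min.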
Pin1 inhibitor = blocks the human prolyl isomerase Pin1; Q13526; Pin1 FP peptide displacement, HiFluor488, 10 min; Potency, µM (series often up to 115 µM), for inactives: top-dose activity, negative = inhibition, most hits filed as inhibitors; 390,000 compounds, 0.009% hits; active = well fitted inhibition curve with a large enough effect in the polarisation, with a control signal flat, not every such curve was filed as active; inconclusive = small, poorly fitted or top-dose-only effect, or effect the other way, or a change in a side signal; inactive = no such curve, though single readings can be large or run the other way; the % refers to the polarisation; also: potency is read from the fitted curve at half-maximal effect; % is scaled to controls: 0 for no effect and ±100 for the full control effect
TrxR1 substrate = is turned over as a substrate by rat TrxR1; O89049; purified TrxR1 substrate turnover, NADPH consumption readout; Potency, µM (highest dose often 114 µM), for the others: at the highest dose activity change, negative = substrate turnover; 390,000 compounds, 0.01% hits; AID 588456; also: potency is read from the fitted curve at half-maximal effect; % is scaled to controls: 0 for no effect and ±100 for the full control effect; nearly all actives have a fitted effect of over 50% in size
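Rat TrxR1, dispensed at 90 nM, was prereduced with 400 uM NADPH (final) for 5 min at ~22 deg C, then incubated with compound 15 min before 400 uM selenite. A first-read NADPH fluorescence drop versus no-compound background flagged substrates.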
HP1b binding inh = inhibitors of HP1-beta chromodomain binding to methylated histone tails | P83916 | AlphaScreen HP1-beta / biotin-H3K9me3 peptide binding | Potency, µM (highest dose often 114 µM), for inactives: at the top dose activity change, negative = inhibition, usual class: inhibitors | 390,000 compounds, 0.56% hits | AID 540317; also: potency is read from the fitted curve at half-maximal effect; nearly all actives have a fitted effect of over 70% in size; inactives centre near 23
Target sequence (P83916 whole entry, looked up): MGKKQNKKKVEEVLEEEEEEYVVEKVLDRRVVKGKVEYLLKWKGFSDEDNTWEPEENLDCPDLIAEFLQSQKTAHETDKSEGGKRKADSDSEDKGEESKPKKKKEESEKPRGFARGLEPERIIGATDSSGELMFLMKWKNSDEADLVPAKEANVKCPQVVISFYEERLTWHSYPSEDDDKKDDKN
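Compound inhibition of the preformed complex between 50 nM HP1-beta and 50 nM biotinylated H3K9me3 peptide was read by AlphaScreen. Buffer was PBS pH 7.4 with 0.01% Tween-20. Incubations ran 30 min at room temperature, with 10 ug/mL donor/acceptor beads.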
* marks the source's active call; other numbers are inactive results; i = inactive; ? = inconclusive; · = not tested or not shown; [ ] = remark or other dose. Unless noted, calls follow the shape of the dose curve; as a rule, active = well fitted curve in the direction sought with a large enough effect; inconclusive = small, poorly fitted or top-dose-only effect, or another doubt; inactive = no such curve, though single readings can be large; an effect the other way counts as inactive or inconclusive. An excerpt; rates above refer to the full screens.

Below each compound – PGK inhibitor, USP1-UAF1 inh, IDH1 R132H inh, GLS inhibitor, PI4K2A block, TrxR1 inh, Pin1 inhibitor, TrxR1 substrate, HP1b binding inh
[O-]/[N+](=C\c1ccccc1)c1ccc(Br)cc1
→ -8.4%, -20.4%, 7.0%, 33.9%[activator], 3.9, 23.0%[57.1 µM], 0.5%, 8.6%[57.1 µM], -3.2%
CCOc1cccc2c1OC1(C)CC2NC(=O)N1c1cccc(C(=O)NCc2ccccn2)c1 (centres undefined)
→ i, -14.6%, 5.8%, -4.3%, 6.0, 11.4%, -2.7%, 4.0%, 16.0%[57 µM]
CCN(C(=S)Nc1ccc(Oc2ccccc2)cc1)c1ccccc1
→ 0.5%, -17.7%, -0.5%, 8.9%, -1.0, -17.3%, 3.9%, -6.9%, -2.2%
O=C(COC(=O)COc1ccccc1)Nc1ncc(Cl)cc1Cl
→ -4.1%, -1.7%, -0.1%, 3.8%, -0.8, 39.9%[57.1 µM], 3.9%, 16.6%[57.1 µM], 17.3%
Cc1cc(C)c(S(=O)(=O)Nc2c(C)[nH]c(=O)[nH]c2=O)c(C)c1
→ -0.5%, -3.4%, -3.3%, 22.2%, -0.4, 22.2%, -10.4%, 4.1%, 22.4%
COC(=O)C1CN(C(=O)COc2ccc(C)cc2)c2ccccc2O1 (centres undefined)
→ i, -20.4%, 6.1%, -4.7%, -1.7, 4.3%[57.1 µM], -0.8%, 11.3%[57.1 µM], 24.9%
COc1cc(C(=O)OCC(=O)NC(N)=O)cc(CN2C(=O)c3ccccc3C2=O)c1OC
→ -1.0%, -9.0%, 6.9%, -0.2%, 8.3, 7.6%, 14.0%, -6.1%, 21.6%
CC(C)Oc1cccc(C(=O)C2CCCN(C(=O)c3ccnn3C)C2)c1 (centres undefined)
→ -4.8%, -11.5%, 0.3%, -4.9%, 0.2, 8.7%, 1.2%, -2.7%, 27.1%
COc1ccccc1CN1CC(C(=O)NCc2ccc(C)c(F)c2)CCC1=O (centres undefined)
→ -9.8%, -5.3%, 4.7%, 2.8%, 0.4, 7.0%, 0.8%, 3.4%, 12.3%
O=C(O)c1cccnc1Sc1ccccc1Cl
→ -10.0%, -12.0%, 4.5%, -1.7%, -0.7, 8.4%, ?, -0.8%, 37.7%
Cc1ccc(SCC(=O)NCCC2=CCCCC2)cc1
→ 2.3%, -14.4%, 2.4%, 20.2%, 5.1, 23.2%[0.457 µM], -1.0%, 1.3%, 46.3%[activator]
COc1ccc(-c2ccnc(SCC(=O)N3CCN(c4ccccc4)CC3)n2)cc1
→ -6.0%, -27.4%, 3.7%, 5.4%, -3.0, 29.6%, -11.7%, 7.5%, 41.8%[activator]
COc1ccc(C(=O)NCc2ccccc2C)cc1S(=O)(=O)NC1CCCC1
→ -6.6%, -18.0%, 2.3%, 0.1%, 0.7, 22.8%, -4.8%, 2.1%, 29.2%
CCn1c2ccccc2c2cc(NC(=O)c3cccc(OC)c3OC)ccc21
→ 0.2%, -16.3%, -3.5%, 7.1%, 0.5, 11.8%, 37.2%, 11.3%, 36.1%[activator]
Cc1ccnn1-c1ccc(C(=O)NCC(c2ccco2)N2CCCC2)cc1 (centres undefined)
→ i, -12.6%, 15.9%, 1.9%, 6.2, 10.9%, 4.6%, 1.9%, 34.6%
CCOC(=O)c1ccc(NC(=O)CN2C(=O)CNC2=O)cc1
→ -19.8%, -3.0%, 7.1%, -2.2%, -3.8, 16.7%[57.1 µM], 0.6%, 0.9%[57.1 µM], -5.4%
O=C(Nc1ccc(C(=O)N2CCCC2)cc1)c1ccccc1
→ ?, -21.2%, -1.0%[38.3 µM], 3.4%, ?, 14.4%, 1.4%, 6.0%, 55.4%[activator]
CCCc1nnc(NC(=O)Cc2coc3ccc(C(C)C)cc23)s1
→ -0.9%, -0.4%, -10.6%, -23.8%, -3.4, 1.2%, 3.2%, -7.2%, 20.0%
O=C(C[n+]1cccc(O)c1)NCc1ccc(Cl)cc1
→ -0.2%, -28.9%, 7.3%, -12.5%, 3.9, 1.7%, -10.4%, -4.0%[57.1 µM], 11.4%
CCN(CC)S(=O)(=O)c1ccc(C)c(NC(=O)/C=C/c2cccs2)c1
→ -3.6%, -18.0%, 1.3%, -5.7%, 0.7, -11.2%, -2.6%, -6.6%, 22.0%
Cc1cccc(C)c1NC(=O)COC(=O)CCC(=O)c1cccs1
→ -5.3%, -18.2%, -3.4%, -7.0%, 6.0, 9.6%[57.1 µM], 3.6%, 6.9%[57.1 µM], ?
CC(C)Cc1cc(C(=O)Nc2cccnc2)no1
→ 1.4%, 0.7%, 6.1%, 0.9%, -2.4, 4.0%[57.1 µM], -0.5%, 2.5%[57.1 µM], 16.3%
Cc1cccc(OCCCC(=O)Nc2ccc(S(=O)(=O)Nc3ncccn3)cc2)c1C
→ 2.5%, -19.8%, 1.8%, -1.7%, -0.8, 11.8%, 1.0%, 3.5%, 43.2%[activator]
N#CCSc1nnc(CNc2ccc(F)cc2)o1
→ -6.8%, -17.3%, 4.3%, 19.5%, -2.1, 16.5%, 4.9%, 4.6%, 55.7%[activator]
O=C(/C=C\c1ccc2c(c1)OCO2)CC1(O)C(=O)Nc2ccccc21 (centres undefined)
→ 6.4%, -11.8%, -2.5%, 9.1%, 18.7, ?, 4.4%, -5.9%, -20.2%
COc1ccc(NC(=O)C[C@H]2C(=O)N(C3CCCCC3)C[C@@H]2c2ccc(OC)cc2)cc1
→ i, -33.4%, 7.6%, 4.5%, -1.8, ·, ·, ·, ·
CC(C)S(=O)(=O)c1cnc(-c2ccccn2)nc1N
→ -2.4%, -2.1%, 0.5%, 6.7%, -21.4, 0.3%[57.1 µM], 3.9%, 4.1%[57.1 µM], 17.3%
COc1c(Cl)cnn(-c2ccccc2)c1=O
→ -1.5%, 2.5%, -0.2%, 8.9%, -1.3, -20.0%, 6.1%, -7.3%, 22.5%
O=C1NC2(CCCC2)Oc2ccccc21
→ 0.0%, -14.2%, 6.1%, -0.5%, -2.5, -2.2%[57.1 µM], -13.5%, -1.2%[57.1 µM], -2.3%
Cc1cccc(CSc2nnc(-c3ccccn3)n2N)c1
→ 6.2%, -8.8%, 0.2%, 0.2%, -2.6, 12.1%, -2.9%, 1.5%, 25.2%
CCCc1nc2scc(-c3ccccc3)c2c(=O)n1N
→ -8.9%, -4.4%, 10.6%, -8.5%, 0.9, 3.6%, -4.5%, -2.1%, 41.8%[activator]
COc1ccc(NC(=O)Cn2c(=O)n(CC(=O)NCc3ccco3)c(=O)c3ccccc32)cc1
→ -8.5%, -5.8%, -4.1%, -0.5%, 0.4, -11.5%, 21.9%, -3.5%, 20.6%
CCCCNS(=O)(=O)CCNCc1ccc(OC)cc1
→ -1.6%, ?, 10.4%, -0.9%, -3.5, -2.8%, 6.2%, -5.1%, 35.1%[activator]
CCc1c2c(nc3ccc(OC)cc13)-c1nc3ccccc3c(=O)n1C2
→ ·, ·, ·, ·, ·, 49.8%[57.1 µM], 1.3%, 60.1%[activator], -4.4%
CCOC(=O)c1ccc(NC(=O)CN2C(=O)CSC(C)C2=O)cc1 (centres undefined)
→ -8.7%, -14.9%, 5.9%, -1.3%, -0.2, 18.5%, -1.7%, 4.4%, 18.3%
CCCCc1ccc(NC(=O)CN(C)CC(=O)Nc2ccccc2Cl)cc1
→ i, -19.4%, -8.1%, -9.3%, -4.0, -10.7%, -8.2%, -15.0%, 27.3%
CCOc1ccc2cc(S(=O)(=O)N3CCN(C)CC3)ccc2c1
→ -2.6%, -20.3%, 1.8%, -11.5%, -2.4, 4.9%, 0.8%, 8.2%, 15.7%
Cc1ccc(S(=O)(=O)N(CCCc2c(C)nc(N)[nH]c2=O)Cc2ccc([N+](=O)[O-])cc2)cc1
→ -0.2%, -12.6%, 7.9%, -3.7%, -3.9, ·, ·, ·, ·
O=c1cc(CN2CCN(S(=O)(=O)c3ccc(Cl)cc3)CC2)nc2sc(-c3ccccc3F)nn12
→ 0.5%, -2.5%, -1.0%, 0.6%, 1.1, 7.7%[57.1 µM], -2.8%, -2.7%[57.1 µM], 17.7%[57 µM]
CCCn1c2ccccc2c2cnn(CC(=O)N3CCN(c4ccccc4)CC3)c(=O)c21
→ 2.4%, -16.9%, -3.6%, 4.7%, 5.6, 37.8%[activator][57.1 µM], -7.4%, 8.7%[57.1 µM], 6.8%
Cc1ccc(-c2cn3c(n2)sc2cc(C(=O)NCc4cccs4)ccc23)cc1
→ i, -7.5%, 0.0%, -12.9%, 0.3, -6.4%, 15.1%, 4.9%[11.4 µM], 33.2%
O=C(CCC(=O)N1CCOCC1)Nc1ccc(Cl)c(Cl)c1
→ i, -6.8%, 9.2%, -0.6%, 8.3, -14.3%, -6.7%, -5.2%, 26.9%
CCCCCCCNC(=O)C1(CC2CC(c3ccccc3)=NO2)CCN(C(=O)c2ccccc2)CC1 (centres undefined)
→ -3.1%, ?, -2.5%, 7.5%, -3.4, 0.9%, -6.2%, -4.6%, 12.0%
Cc1nc2c(nnn2Cc2ccccc2Cl)c(=O)[nH]1
→ i, -18.9%, 10.2%, -0.4%, -2.2, 0.4%, -11.4%, -3.2%, 33.4%
O=C(c1cc(COc2cccc(C(F)(F)F)c2)on1)N1CCC(c2ccccc2)CC1
→ 3.8%, -11.1%, 2.2%, -4.5%, -3.3, 8.4%, 1.8%, -6.3%, 74.2%[activator]
